Polio RdRp inh: inhibitors of poliovirus RNA polymerase binding and polymerization. P03300. % elongation, % (compound at 16.7 µg/mL). hit rate 0.66% among 150,000. poliovirus polymerase elongation, fluorescence polarization; hits give low values; in the data active means % elongation below about 90%; further: some results filed as inactive read as strong as hits
Target sequence (P03300 1749-2209 limits assumed): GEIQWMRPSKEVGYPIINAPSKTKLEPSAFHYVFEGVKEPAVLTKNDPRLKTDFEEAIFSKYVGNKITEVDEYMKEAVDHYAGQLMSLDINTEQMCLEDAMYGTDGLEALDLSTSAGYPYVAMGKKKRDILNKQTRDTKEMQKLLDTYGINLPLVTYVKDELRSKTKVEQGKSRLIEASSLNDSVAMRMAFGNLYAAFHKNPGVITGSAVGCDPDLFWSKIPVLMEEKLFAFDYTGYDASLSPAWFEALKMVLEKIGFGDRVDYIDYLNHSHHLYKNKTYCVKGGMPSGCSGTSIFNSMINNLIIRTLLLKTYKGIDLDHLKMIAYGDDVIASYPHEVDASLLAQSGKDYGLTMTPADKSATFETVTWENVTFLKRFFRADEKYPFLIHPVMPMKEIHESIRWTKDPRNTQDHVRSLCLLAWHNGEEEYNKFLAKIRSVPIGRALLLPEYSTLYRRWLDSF
Polio RdRp inh FP z-score: also measured in Polio RdRp inh; calls as there; z-score; measured here: FP z-score; hits read low
The depositor's hits bear a star. Only part of the results is shown (hit frequency here may not be typical).

SMILES	Polio RdRp inh	Polio RdRp inh FP z-score
CCSc1nnc2c(n1)OC1(Nc3ccccc3-2)C(=O)Nc2ccc(Br)cc21 (stereo unspecified)	95	-0.9
CCCCSc1nnc2[nH]c(=O)cc(C)n12	99	-1.8
Cc1cc(C)c2nc(N3CCN(CCO)CC3)cc(C)c2c1	103	0.2
Cc1cccc(OC(=O)CSc2nnc(-c3ccc4c(c3)OCO4)o2)c1C	104	-0.4
Cc1ccc(N=C2NC(=O)C(Cc3cccc(C(F)(F)F)c3)S2)cc1 (stereo unspecified)	103	-0.1
Cc1ccc(OC(=O)c2cc(-c3ccc4c(c3)OCCO4)on2)c(C)c1	103	-0.2
Cc1noc(C)c1CSc1ncccc1C(=O)N1CCc2ccccc21	106	0.6
CN(C)c1ccc(CNC(=O)C2CCN(c3nc4ccccc4[nH]3)CC2)cc1	104	-0.7
CC(C)Cc1nc2ccccc2n1Cc1ccccc1	104	0.9
O=C(CSC1=NC=NC2N=CNC12)N1CCN(Cc2ccc3c(c2)OCO3)CC1 (stereo unspecified)	104	0.6
Cc1ccccc1N=c1scc(-c2ccc3c(c2)NC(=O)CO3)n1Cc1ccco1	102	0.2
COc1cc(OC)c(NC(=O)NCCCN2CCC(N3CCCCC3)CC2)cc1Cl	99	-0.1
C(=N\c1nccs1)/c1cccnc1	102	0.1
NS(=O)(=O)c1ccc(CCNC(=O)c2cc(=O)c3ccccc3o2)cc1	101	0
Cc1ccc(CNC(=O)c2cc(=O)c3cc(C)ccc3o2)cc1	104	-0.7
Cc1ccc2c(CC(=O)Nc3c(C(=O)c4ccc(C)c(F)c4)oc4ccccc34)coc2c1	118	0.2
O=C(O)CCC(=O)N1CC(=O)Nc2ccccc21	96	-0.9
O=C(O)c1ccc2c(c1)ncn2C1CCCCC1	104	1
O=C(OCc1ccc(Br)cc1)c1ccco1	100	-0.1
NC(N)=NC(N)=Nc1ccccc1C(F)(F)F	102	0.7
Cc1ccc(NC(=S)Nc2ccc(C)cc2)cc1	76*	-4.1*
Cc1ccc(NC(=O)CN2C(=O)C(c3ccccc3)=NC2(C)C)cc1C	111	0.8
C[C@H](NC(=O)c1ccco1)C(=O)Nc1ccc(S(=O)(=O)N2CCCC2)cc1	100	-0.3
COc1cc(-c2nc3ccccn3c2/N=C/c2cccc(Cl)c2Cl)ccc1O	100	-0.1
Cc1cc(=O)oc2ccc(O)cc12	101	0.3

Single records (already shown). Values in the order: Polio RdRp inh, Polio RdRp inh FP z-score
`CN(C)c1ccc(CNC(=O)C2CCN(c3nc4ccccc4[nH]3)CC2)cc1` is listed as 104, -0.7
`Cc1noc(C)c1CSc1ncccc1C(=O)N1CCc2ccccc21` is listed as 106, 0.6
`C[C@H](NC(=O)c1ccco1)C(=O)Nc1ccc(S(=O)(=O)N2CCCC2)cc1` is listed as 100, -0.3
`COc1cc(OC)c(NC(=O)NCCCN2CCC(N3CCCCC3)CC2)cc1Cl` is listed as 99, -0.1

New compounds follow:
SMILES	Polio RdRp inh	Polio RdRp inh FP z-score
O=C(CSc1cccc[n+]1[O-])NC1CCCCCC1	100	-0.4
COc1ccc(NC(=O)N2CCCn3nc(C)cc32)cc1OC	103	-1.1
COc1ccc(-c2nc3c4ccccc4n(CC(=O)Nc4ccc(C(C)C)cc4)c(=O)n3n2)cc1	109	0.7
Cc1ccc(NC2=NC(c3ccccc3)n3c(nc(C)cc3=O)N2)cc1 (stereo unspecified)	104	0.9
CSc1sc(C(=O)O)c(-c2cccs2)c1C#N	106	0.4
Nn1c(SCC(=O)O)nnc1-c1ccncc1	101	0.5
N#CCCN(C(=O)Nc1ccccc1)c1ccccc1	100	0.1
COc1cc(NC(=O)c2noc3c2CCc2ccccc2-3)cc(OC)c1OC	107	0.6
Cc1cc(C)c2c(n1)SCC(=O)N2CC(=O)NCC1CCCO1 (stereo unspecified)	103	0.6
Cn1c(SCc2ccccc2Cl)nnc1-c1oc2nc(-c3ccccc3)cc(-c3ccco3)c2c1N	106	0.7
CC(C)(C)C(=O)N(Cc1nc(-c2ccccc2)no1)C1CCCCC1	104	0.8
CCC(Sc1nc(N)cc(=O)[nH]1)C(=O)Nc1cccc2ccccc12 (stereo unspecified)	105	0.9
NC(=O)CCS(=O)(=O)CCN1CCN(Cc2c(F)cccc2Cl)CC1	98	-0.3
COc1cc2ncc(C(=O)c3ccc(C)cc3)c(N3CCCCC3)c2cc1OC	100	-1.3
Cc1ccc2c(c1)-c1c(cnn1CC(=O)N1CCN(c3ccccc3F)CC1)CO2	104	-0.1
Cc1csc2sc(C=C(C#N)C#N)c(C)c12	103	0.2
O=C(/C=C\c1ccco1)Oc1cccc2cccnc12	103	0.4
CNc1nc2ccccc2o1	103	0.5
CC(C)c1ccc(C(=O)OCC(=O)NCc2ccco2)cc1	100	-0.6
COc1ccc(-c2cc(C(=O)N3CCOCC3)c3c(-c4ccc(Cl)cc4)[nH]nc3n2)cc1	101	0.1
O=C(COC(=O)c1ccc(S(=O)(=O)Nc2ccccc2)cc1)NCC1CCCO1 (stereo unspecified)	104	0.2
O=C(CCC1COc2ccccc2O1)Nc1ccccc1Cl (stereo unspecified)	102	0.8
N#C/C(=C\c1ccc(-c2ccccc2Br)o1)C(=O)N1CCOCC1	102	0.4
O=C(O)c1ccccc1NCc1ccc(Cl)cc1	99	-0.9
CC(=O)Nc1cccc(Oc2nnc(-c3ccccc3)c3ccccc23)c1	102	0.2

Among those listed so far, 9 contain an aryl thioether with sulfur outside any ring.
SMILES	Polio RdRp inh	Polio RdRp inh FP z-score
CCSc1nnc2c(n1)OC1(Nc3ccccc3-2)C(=O)Nc2ccc(Br)cc21 (stereo unspecified)	95	-0.9
CCCCSc1nnc2[nH]c(=O)cc(C)n12	99	-1.8
Cc1cccc(OC(=O)CSc2nnc(-c3ccc4c(c3)OCO4)o2)c1C	104	-0.4
Cc1noc(C)c1CSc1ncccc1C(=O)N1CCc2ccccc21	106	0.6
O=C(CSc1cccc[n+]1[O-])NC1CCCCCC1	100	-0.4
CSc1sc(C(=O)O)c(-c2cccs2)c1C#N	106	0.4
Nn1c(SCC(=O)O)nnc1-c1ccncc1	101	0.5
Cn1c(SCc2ccccc2Cl)nnc1-c1oc2nc(-c3ccccc3)cc(-c3ccco3)c2c1N	106	0.7
CCC(Sc1nc(N)cc(=O)[nH]1)C(=O)Nc1cccc2ccccc12 (stereo unspecified)	105	0.9

Next results:
SMILES	Polio RdRp inh	Polio RdRp inh FP z-score
Cc1cccc(NC(=O)c2cnn(-c3ccc(F)cc3)c2C2CCN(C(=O)OC(C)(C)C)CC2)c1C	100	-0.2
S=C(Nc1cccnc1)NC(c1ccccc1)c1ccccc1	106	0.4
Cc1c(C(=O)N2CCC3(CC2)OCCO3)oc2ccc(S(=O)(=O)N3CCCCC3)cc12	101	0.2
Cc1nn(-c2ccccc2)nc1CNC(=O)c1cccs1	105	0.4
COc1ccc2c(c1)c(N1CCCC1=O)c(C(=O)Nc1ccc(Cl)cc1C)n2C	110	0.5
COc1ccc(/C=c2\sc3n(c2=O)C(N)=C(C#N)C(c2ccc(OC)cc2)C=3C#N)cc1 (stereo unspecified)	105	0.7
CN(C)C(=O)CN(c1ccc(Cl)cc1Cl)S(C)(=O)=O	102	-0.1
C=CCc1cccc(O)c1O	101	-0.1
CC(C)N(C(=O)Cn1cc(SCC(=O)Nc2ccccc2F)c2ccccc21)C(C)C	120	0.5
N#C/C(=C\c1cn(-c2ccccc2)nc1-c1cc2ccccc2o1)C(N)=S	101	-0.1
COc1cccc(N2CCN(C(=O)c3cc4c(=O)oc5ccc(C)cc5c4s3)CC2)c1	110	0.7
Cc1ccccc1N1C(=O)C=CC1=O	100	-0.3
CC1=C(C(=O)Nc2cccc(C(F)(F)F)c2)C(c2ccccc2)C2=C(CCCC2=O)N1 (stereo unspecified)	103	0.3
COc1cc(Cn2c(=O)sc3ccccc32)ccc1OCCC(C)C	107	0.4
CCc1ccc(CSc2nc(-c3ccc(OC)cc3)nc3c2Cc2c(CO)cnc(C)c2O3)cc1	102	-1
Cn1cc(C(=O)N/N=C/c2ccc(Cl)cc2Cl)ccc1=O	100	0
CC(C)c1cc(C(C)C)c(S(=O)(=O)NCCCN2CCOCC2)c(C(C)C)c1	106	1.5
COC(=O)c1ccc(NC(=O)c2cc(S(=O)(=O)N3CCOCC3)cn2C)cc1	104	-0.4
CN(C)C(=O)Cc1coc2ccc3ccccc3c12	104	0.9
Cc1cccc(NC(=O)C2CCCN(S(=O)(=O)c3cnc[nH]3)C2)c1C (stereo unspecified)	101	-1.4
Cc1ccccc1OCC(=O)Nc1c(C)ccc2nsnc12	103	-0.3
N#C/C(=C/c1ccco1)c1ccc2ccccc2c1	104	1
CCCCn1c2ccccc2c2nnc(SCc3ccccc3)nc21	100	0.1
Cc1ccc(O)c(C=Nc2cc(C)on2)c1	100	-0.1
O=C(CN1CCN(C/C=C/c2ccccc2)CC1)Nc1cccc(Cl)c1	100	-0.9

(continued)
SMILES	Polio RdRp inh	Polio RdRp inh FP z-score
O=C(O)c1cc(-c2cccnc2)nn1-c1cccc(C(F)(F)F)c1	102	0.2
CC(SCc1ccco1)C(=O)O (stereo unspecified)	101	-0.4
N#Cc1c(-c2ccccc2)c(-c2ccccc2)n[nH]c1=O	99	-0.2
CCOC(=O)c1oc2ccc(S(=O)(=O)n3nc(-c4ccc(C)cc4)cc3N)cc2c1C	106	-0.3
Cc1cccc(C(=O)OC(C)C(=O)N2CCc3ccccc3C2)c1C (stereo unspecified)	102	-0.2
Cc1ccc2oc(=O)c3cc(C(=O)NCCCN4CCCCCC4)sc3c2c1	102	0.1
CC(C)(C)C(=O)Cn1c(=O)n(CCCC(=O)NCc2ccco2)c(=O)c2sccc21	102	0.4
CC(C)CNc1nc(Oc2ccc(OCC(N)=O)nn2)nc(N2CCOCC2)n1	103	-1
N#CC1(NC(=O)CSc2nc(N)cc(N)n2)CCCC1	102	0
CCOc1ccc2nc(NC(=O)c3nc(SCc4ccc(C)cc4)ncc3Cl)sc2c1	111	0.7
O=C1N/C(=N/N=C/c2ccco2)SC1c1ccccc1 (stereo unspecified)	100	-0.3
O=C(c1ccc(Br)cc1)c1cc2c(cc1Br)OCCCO2	103	0
Cc1nn(-c2ccccc2)c2sc(C(=O)OCC(=O)c3ccccc3)cc12	104	0.3
Cc1ccccc1S(=O)(=O)Cc1ccc(C(=O)NC2CCCC2)o1	102	0
O=C(CSc1ccc2nnc(-c3ccncc3)n2n1)Nc1ccccc1	103	0.4
CCOC(=O)N1CCC(=NNc2nc(C)cc(=O)[nH]2)CC1	102	0.1
Cc1ccc(OCCCC(=O)Nc2nccs2)cc1	109	1.2
Fc1ccc(N2CCN(c3ncnc4c3nc3n4CCCC3)CC2)cc1	106	-0.2
Cc1oc(-c2ccc(Cl)cc2)cc1C(=O)N1CCc2[nH]c3ccc(F)cc3c2C1	103	0.3
CCNc1nc(NCC)n2c(SCC(=O)N3CC(C)OC(C)C3)nnc2n1 (stereo unspecified)	101	0.1
N#C/C(=C\c1cn(Cc2ccccc2C#N)c2ccccc12)C(=O)NCc1cccs1	101	-0.5
COc1ccccc1CNC(=O)C(CC(C)C)NC(N)=O (stereo unspecified)	104	-0.3
CCCCN(C)CCNC(=O)c1ccc2c(c1)NC(=O)CN2	105	-0.8
Cc1ccc2nc(SCC(=O)N3CCCCC3)c(C#N)cc2c1	102	0.1
Cc1c(C(=O)Nc2ccc3ccccc3c2)oc2ccccc12	101	-0.1

Remaining list, next part:
SMILES	Polio RdRp inh	Polio RdRp inh FP z-score
CC1(C)OC(=O)C(=Cc2ccc(C#N)cc2)C(=O)O1	101	-0.2
CCCc1nc(S(=O)(=O)c2ccc(C)cc2)c(NC)o1	105	0.3
Cn1cnnc1SCc1ccc(C(=O)O)cc1	101	-0.2
CC(C)N(CC(N)=O)c1nc(-c2cccs2)nc2ccccc12	98	-0.5
COc1ccc(CCNC(=O)c2ccc3c(=O)n(Cc4ccc5c(c4)OCO5)c(=O)[nH]c3c2)cc1OC	99	-0.7
COc1ccccc1CNC(=O)COCc1cc(-c2cccs2)on1	108	0
COC(=O)c1cc(S(=O)(=O)NCC2CCN(Cc3cccc(Cl)c3)CC2)c[nH]1	101	0
COc1ccc(OC)c(C2(O)CSC(=Nc3cccnc3)N2Cc2ccco2)c1 (stereo unspecified)	103	0.1
CC(=O)Nc1nc(NC(C)=O)nc(-c2ccccn2)n1	100	-0.1
Cc1nn2c(=O)cc(COC(=O)c3cccc(NC(=O)COc4ccccc4C)c3)nc2s1	104	-0.5
Nc1scc[n+]1CC(=O)Nc1ccccc1	103	0.5
O=C1/C(=C\c2ccc(F)cc2)CN(Cc2ccccc2)C/C1=C\c1ccc(F)cc1	97	-0.3
COc1ccccc1NC(=O)C(C)O/N=C/c1ccccc1 (stereo unspecified)	107	0.6
CCOc1ccc(-c2nnc(SC(F)F)n2CCC(=O)OCc2ccc(C#N)cc2)cc1	103	0
CCNS(=O)(=O)c1ccc2c(c1)C(=O)c1cc(S(=O)(=O)NCC)ccc1-2	104	0.7
COc1cccc(/C=N/NC(=O)c2ccccn2)c1	106	0.9
CC1CCCC(C)N1C(=O)COC(=O)C1CC1 (stereo unspecified)	102	0.5
Cc1cc(C(=O)N2CCN(Cc3ccc4c(c3)OCO4)CC2)cs1	103	0.5
CC(C)N(CCCn1cccc1)C(=S)Nc1cccc(C(F)(F)F)c1	105	1.8
CC(NC(=O)COc1ccc(Oc2ccccc2)cc1)C(=O)O (stereo unspecified)	107	0.1
CN(C)CC(O)COc1cccc2ccccc12 (stereo unspecified)	102	-0.2
Cc1onc(-c2ccccc2)c1CNC(=O)C1CCC1	100	-0.4
Cc1cc(C)c2c(n1)sc1c(N3CCN(CCO)CC3)ncnc12	99	-0.7
CCOC(=O)/C(C#N)=N\Nc1cc(C(N)=O)cc(C(N)=O)c1	98	-0.4
Cc1cccc(-n2cc(-c3ccccc3)c3c(NC4CCCC4)ncnc32)c1	100	-1.1
CN1CCN(/N=C/C2=C(O)CC(c3ccccc3)CC2=O)CC1 (stereo unspecified)	101	0.4
COc1ccc(CCN=C2SCC(=O)N2Cc2ccccc2)cc1OC	100	-0.3
O=S(=O)(Cc1ccccc1)Nc1noc2ccccc12	102	0
CCOC(=O)C1CCN(C(=O)Cn2ncc3c4ccccc4n(C)c3c2=O)CC1	107	-0.2
ClC(=Nc1ccccc1)c1ccccc1	104	0
